B2AR arrestin – recruits beta-arrestin to the human beta2-adrenergic receptor; P07550; beta-arrestin recruitment to beta2AR, cell-based reporter; Potency, µM (series often up to 46.1 µM), inactives show top-dose activation, actives largely listed as activators; 0.02% of 330,000 active;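 also: potency is read from the fitted curve at half-maximal effect; 0% = DMSO controls and full agonism = EC100 isoproterenol or metaproterenol; nearly all actives have a fitted effect of over 65% in size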
Eya2 inh – Eya2 (human) phosphatase inhibition; O00167; recombinant Eya2, OMFP fluorescence dephosphorylation (OMFP is methylfluorescein phosphate); Potency, µM (highest dose often 76.9 µM), without a hit: at the highest dose activity, negative = inhibition, most hits filed as inhibitors; 0.006% of 330,000 active; also: potency is read from the fitted curve at half-maximal effect; % is scaled to controls: 0 for no effect and ±100 for the full control effect
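Eya2 (0.2 uM) preincubated 10 min at ambient with compound, then OMFP substrate added at 50 uM; 10 min reaction in 50 mM HEPES pH 7.5, 50 mM NaCl, 5 uM MgCl2, 0.05% BSA, 1 mM DTT. Fluorescence read at Ex 485/Em 525 nm.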
ELG1 DNA repair – blocks ELG1-dependent DNA repair in HEK293T cells; HEK293T ELG1-luciferase reporter, luminescence, 16 h; DNA damage induced by 5-fluorouridine; Potency, µM (titrated, usually from 46.1 µM), for the others: top-dose activity change, negative = inhibition, hits mostly inhibitors; 2.3% of 330,000 active; AID 504467; also: potency is read from the fitted curve at half-maximal effect; % is scaled to controls: 0 for no effect and ±100 for the full control effect; nearly all actives have a fitted effect of over 55% in size
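Step one: seed 2,000 cells per well. Step two: pin-transfer compound or DMSO alongside 5-fluorouridine. Step three: incubate 16 hr, 37 °C, 5% CO2. Step four: add ONE-Glo, wait 30 min, read luminescence.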
Chronic BCR inh – chronic active BCR signaling inhibition; ABC-DLBCL IkBa-CBG/CBR reporter, luminescence ratio, 4 h; Potency, µM (doses to about 46.1 µM), for inactives: top-dose ratio change, negative = lower green/red ratio, actives largely listed as inhibitors; 0.05% of 340,000 active; AID 493014; active = well fitted inhibition curve with a large enough effect in the signal ratio, with a control signal flat, not every such curve was filed as active; inconclusive = small, poorly fitted or top-dose-only effect, or effect the other way, or a change in a side signal; the % refers to the signal ratio;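 also: potency is read from the fitted curve at half-maximal effect; plate controls were basal doxycycline-induced cells for no effect and cells given 10 µM MG132 for full effect; MG132 reads +100%, hits lower the ratio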
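TMD8 human ABC-DLBCL cells with doxycycline-inducible IκBα–green luciferase fusion and unfused red luciferase, in 0.5% FBS medium; compounds up to 46 uM, 4 h at 37C. Green/red luminescence ratio, filter-overlap corrected, fitted to concentration-response curves.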
uPA surface inh – cell surface uPA generation inhibition | Potency, µM (titrated, usually from 38.3 µM), for inactives: at the top dose activity change, negative = inhibition, usual class: inhibitors | 0.31% of 330,000 active | cell surface uPA generation assay, qHTS; active = well fitted inhibition curve with a large enough effect; inconclusive = small, poorly fitted or top-dose-only effect; inactive = no such curve, though single readings can be large or run the other way; tested in mouse RAW 264.7 cells; also: potency is read from the fitted curve at half-maximal effect; % is scaled to controls: 0 for no effect and ±100 for the full control effect; nearly all actives have a fitted effect of over 55% in size
TSHR antag – antagonists of human thyroid stimulating hormone receptor; P16473; TSHR-expressing cells, TSH-stimulated cAMP HTRF, 2 h; hits give low values; activity change, negative = inhibition, % at 11.5 µM; 0.2% of 330,000 active; AID 504810;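 active = activity change below a set negative limit, meaning inhibition stronger than a set level, cut at about -70% in these data; inconclusive = activity change between two set negative limits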; also: % is scaled to controls: 0 for no effect and ±100 for the full control effect
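Cell-based HTRF cAMP assay; TSHR cells + compound, TSH EC80 (4nM final), 2 h, 37 deg C. Lysis with anti-cAMP cryptate and cAMP-d2, 30 min RT, read 665/620 nm.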
Mito fusion yeast – mitochondrial division inhibition or fusion activation; S. cerevisiae fusion-defective mutant growth rescue, CellTiterGlo 48 h; Potency, µM (series often up to 46.1 µM), without a hit: at the top dose growth rescue (activation), actives largely listed as activators; 0.23% of 320,000 active; AID 485298;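 also: potency is read from the fitted curve at half-maximal effect; % of control where 0% means no effect; nearly all actives have a fitted effect of over 45% in size; temperature-sensitive fusion mutants such as fzo1-1 at 37 °C on non-fermentable ethanol glycerol medium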
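Yeast fusion mutant, YPEG (non-fermentable carbon), compound, 48 h at 37C non-permissive; CellTiterGlo added, 10 min RT, luminescence read. Rescued growth = division inhibition.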
TCR activator – activators of T cell receptors. primary human leukocytes, anti-CD3, IL-2 HTRF, 48 h. Potency, µM (doses to about 9.22 µM), for inactives: top-dose activation of IL-2 secretion, most hits filed as activators. 330,000 tested, under 10 active. AID 504894; also: % of control where 0% means no effect
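Readout: HTRF IL-2, Eu-cryptate/d2 antibody pair, 320nm excitation, 665nm emission. Stimulus: a-CD3 beads, no co-stimulation. Cells: primary human leukocytes. Exposure: 48 hr with compound.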
TSG101-PTAP inh – blocks PTAP/TSG101 interaction to inhibit HIV-1 budding; Q99816; Fluorescence polarization, FITC-PTAP peptide / Tsg101 binding; Potency, µM (titrated, usually from 115 µM), for inactives: at the highest dose activity change, negative = inhibition, actives largely listed as inhibitors; 340,000 tested, under 10 active; active = well fitted inhibition curve with a large enough effect in the main read-out, with a control signal flat, not every such curve was filed as active; inconclusive = small, poorly fitted or top-dose-only effect, or effect the other way, or a change in a side signal; inactive = no such curve, though single readings can be large or run the other way; also: potency is read from the fitted curve at half-maximal effect; % of control where 0% means no effect
Target sequence (Q99816 whole entry, looked up): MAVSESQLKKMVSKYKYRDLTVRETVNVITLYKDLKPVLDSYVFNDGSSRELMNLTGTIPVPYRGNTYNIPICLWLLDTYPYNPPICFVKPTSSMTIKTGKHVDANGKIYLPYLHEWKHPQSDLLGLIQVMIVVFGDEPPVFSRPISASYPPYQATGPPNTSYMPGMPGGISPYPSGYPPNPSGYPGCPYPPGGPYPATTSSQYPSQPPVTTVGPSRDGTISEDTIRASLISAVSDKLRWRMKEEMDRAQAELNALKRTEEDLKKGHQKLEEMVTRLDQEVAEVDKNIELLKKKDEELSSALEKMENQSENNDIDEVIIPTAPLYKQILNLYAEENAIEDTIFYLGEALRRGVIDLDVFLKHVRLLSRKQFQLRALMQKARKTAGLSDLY
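FP read-out: FITC-PTAP peptide, 50 nM final, binding Tsg101 binding domain, 10 uM final; 20 min, r.t.; 10 mM HEPES pH 7.5, 0.15 M NaCl, 0.01% Tween 20, 3 mM EDTA, 0.1 mM TCEP.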
USP2a block – blocks human ubiquitin-specific protease USP2a | O75604 | AID 463254 | USP2 core, Ub-CHOP2 coupled fluorogenic reporter, 485/531 | Potency, µM (titrated, usually from 38.3 µM), inactives show top-dose activity change, negative = inhibition, hits mostly inhibitors | 0.01% of 330,000 active;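 also: potency is read from the fitted curve at half-maximal effect; plate controls were DMSO wells for no effect and full inhibition by NEM control for full effect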
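Cell-free coupled assay: 10nM USP2 core preincubated 30min RT with compound in Tris-HCl pH 8.0/CaCl2/CHAPS buffer, then 25nM Ub-CHOP2 and 25nM reporter substrate; fluorescence (Ex 485/Em 531) read after 60min RT, normalized to NEM inhibition, concentration-response curves fitted.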
Tb PFK inh – blocks T. brucei phosphofructokinase | O15648 | T. brucei PFK, ADP-Glo luminescence | Potency, µM (highest dose often 57.5 µM), for the others: top-dose activity, negative = inhibition, actives largely listed as inhibitors | 0.17% of 330,000 active;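 also: potency is read from the fitted curve at half-maximal effect; 0% = uninhibited 1x PFK enzyme wells and -100% = no-enzyme wells; nearly all actives have a fitted effect of over 60% in size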
Target sequence (O15648 whole entry, looked up): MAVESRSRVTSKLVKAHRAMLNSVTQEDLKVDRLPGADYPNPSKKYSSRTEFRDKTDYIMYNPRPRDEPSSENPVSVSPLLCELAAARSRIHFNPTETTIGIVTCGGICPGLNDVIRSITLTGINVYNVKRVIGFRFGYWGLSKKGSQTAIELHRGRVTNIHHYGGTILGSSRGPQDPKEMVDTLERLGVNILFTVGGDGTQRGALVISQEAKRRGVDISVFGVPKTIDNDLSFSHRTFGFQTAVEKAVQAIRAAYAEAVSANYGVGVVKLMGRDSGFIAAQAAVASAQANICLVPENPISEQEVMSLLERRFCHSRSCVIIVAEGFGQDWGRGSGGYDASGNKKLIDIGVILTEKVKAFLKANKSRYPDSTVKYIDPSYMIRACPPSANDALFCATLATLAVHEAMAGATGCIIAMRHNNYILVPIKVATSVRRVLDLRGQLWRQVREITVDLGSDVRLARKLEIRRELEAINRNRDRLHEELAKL
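ADP-Glo luminescence quantified ADP after 45 min at room temperature, with 1.25 nM T. brucei PFK, 0.1 mM ATP and 0.5 mM fructose-6-phosphate in pH 8.0 TEA buffer. qHTS titrations up to 57 µM; curves classified by quality.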
Numbers without * were called inactive; ? = inconclusive; . = not tested or not shown; [ ] = remark or other dose. Unless noted, calls follow the shape of the dose curve; as a rule, active = well fitted curve in the direction sought with a large enough effect; inconclusive = small, poorly fitted or top-dose-only effect, or another doubt; inactive = no such curve, though single readings can be large; an effect the other way counts as inactive or inconclusive. No enrichment for hits; overall some 3% were active at least once.

SMILES	B2AR arrestin	Eya2 inh	ELG1 DNA repair	Chronic BCR inh	uPA surface inh	TSHR antag	Mito fusion yeast	TCR activator	TSG101-PTAP inh	USP2a block	Tb PFK inh
COc1cccc(COC(=O)c2c(C)nn(-c3ccccc3)c2Cl)c1OC	0.1%	0%	-5%	0%	2%	6	0%	1%	0%	4%	0%
O=C(CCSc1ccc(F)cc1)NNC(=O)c1ccc([N+](=O)[O-])cc1	-0.5%	17%	7%	2%	-13%	-19	-1%	4%	-2%	-16%	-2%
NCC(=O)CCC(=O)O	-1.4%	-7%	7%	-1%	-15%	43	-4%	-15%	3%	-1%	-4%
CCN1CCCC1CN(Cc1cc2ccc(C)cc2[nH]c1=O)C(=S)Nc1ccccc1C(=O)OC (configuration not stated)	0.5%	-16%	3%	?	-10%	-1	-1%	-1%	-5%	0%	-9%
Cc1ccc(N2CCCn3c2nc2c3c(=O)n(CC(=O)OCc3ccccc3)c(=O)n2C)cc1C	-0.1%	-12%	0%	-3%	.	5	2%	.	.	0%	1%
CC(=O)c1c(C)[n+]([O-])c2ccc3c(non3O)c12	0.0%	-13%	-4%	0%	11%	6	-3%	10%	-3%	-1%	5%
O=C(NCC(=O)N1CCC2(CC1)NCCc1[nH]cnc12)c1ccccc1F	0.1%	7%	0%	-3%	5%	-11	0%	-2%	-5%	1%	2%
CS(=O)(=O)N1CCC(C(=O)NCc2ccc(Cl)cc2Cl)CC1	0.3%	13%	-2%	-3%	-3%	5	-6%	0%	-6%	3%	-10%
COc1ccccc1Oc1ccccc1[N+](=O)[O-]	-0.8%	23%	1%	17%	2%	10	3%	9%	1%	-2%	0%
CC1=C(C(=O)Nc2ccccc2)C(c2ccc(O)cc2)N2C(=O)CSC2=N1 (configuration not stated)	3.6%	0%	3%	2%	9%	3	1%	-6%	2%	0%	-2%
C1=CC2CCC1ON2c1ccccc1 (configuration not stated)	-1.1%	7%	5%	-5%	6%	6	-1%	1%[46.1 µM]	0%	1%	-2%
CCCCC(=O)Nc1c2c(nn1-c1ccc([N+](=O)[O-])cc1)CS(=O)(=O)C2	-0.2%	6%	7%	1%	-21%	2	2%	4%	-4%	2%	0%
COc1ccc(CCNC(=O)COC(=O)c2cccs2)cc1	-1.8%	-12%	9%	1%	2%	1	8%	7%	-6%	1%	14%
O=C1NC(=Nc2ccc(Cl)cc2)/C(=C/c2ccco2)S1	0.2%	4%	7%	0%	2%	-2	-3%	0%[46.1 µM]	-2%	0%	-27%
Cc1onc(-c2ccc(Cl)cc2Cl)c1-c1csc(N/N=C/c2ccccc2Cl)n1	-0.1%	-29%	-16%	9%	-6%	-7	-7%	-1%	5%	-2%	3%
O=C(NCc1cccnc1)c1ccc(Br)s1	0.0%	4%	11%	6%	8%	-4	-1%	-12%	-9%	7%	1%
C=CCOc1c(Br)cc(CNn2cn[nH]c2=S)cc1OC	-0.5%	6%	13%	0%	-3%	2	-1%	2%	0%	0%	-6%
Fc1cccc(Cl)c1Cn1nnc2c(N3CCC4(CC3)OCCO4)ncnc21	-3.6%	10%	?	0%	0%	17	0%	11%	-3%	-2%	-3%
COCC(=O)N1CCC(Oc2ccc(C(=O)N3CCCCCC3)cc2)CC1	3.3%	-5%	5%	-2%	15%	11	0%	0%	-3%	1%	-1%
CCOc1cccc(C(=O)N(Cc2ccc(F)cc2)C2CCS(=O)(=O)C2)c1 (configuration not stated)	-0.1%	30%	0%	1%	.	0	-4%	2%	3%	-1%	2%

Pulled by structure from the entries so far:
SMILES	B2AR arrestin	Eya2 inh	ELG1 DNA repair	Chronic BCR inh	uPA surface inh	TSHR antag	Mito fusion yeast	TCR activator	TSG101-PTAP inh	USP2a block	Tb PFK inh
CCCCC(=O)Nc1c2c(nn1-c1ccc([N+](=O)[O-])cc1)CS(=O)(=O)C2	-0.2%	6%	7%	1%	-21%	2	2%	4%	-4%	2%	0%
CC(=O)c1c(C)[n+]([O-])c2ccc3c(non3O)c12	0.0%	-13%	-4%	0%	11%	6	-3%	10%	-3%	-1%	5%
COc1ccccc1Oc1ccccc1[N+](=O)[O-]	-0.8%	23%	1%	17%	2%	10	3%	9%	1%	-2%	0%
CC1=C(C(=O)Nc2ccccc2)C(c2ccc(O)cc2)N2C(=O)CSC2=N1 (configuration not stated)	3.6%	0%	3%	2%	9%	3	1%	-6%	2%	0%	-2%
NCC(=O)CCC(=O)O	-1.4%	-7%	7%	-1%	-15%	43	-4%	-15%	3%	-1%	-4%
C=CCOc1c(Br)cc(CNn2cn[nH]c2=S)cc1OC	-0.5%	6%	13%	0%	-3%	2	-1%	2%	0%	0%	-6%
Cc1ccc(N2CCCn3c2nc2c3c(=O)n(CC(=O)OCc3ccccc3)c(=O)n2C)cc1C	-0.1%	-12%	0%	-3%	.	5	2%	.	.	0%	1%
